# NIH3T3 tox: NIH 3T3 cell cytotoxicity. NIH 3T3 viability, CellTiter-Glo ATP luminescence, 48-72 h. Potency, µM (titrated, usually from 96.7 µM), for the others: at the top dose activity change, negative = cytotoxicity, usual class: inhibitors. actives 4.3% (n = 94,000). AID 1345082; note: potency is the fitted concentration of half-maximal effect; nearly all actives have a fitted effect of over 55% in size
#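 Cytotoxicity was measured by CellTiter-Glo ATP luminescence after 48 or 72 h compound exposure at 37 °C. Mouse NIH 3T3 fibroblasts were seeded at 400 cells/well and dosed by 23 nL pin transfer.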
# HEK293 tox: kills HEK 293 cells; actives 6.6% (n = 94,000); HEK 293 viability, ATP luminescence (CellTiter-Glo), 48-72 h; Potency, µM (titrated, usually from 115 µM), inactives show at the highest dose activity change, negative = cytotoxicity, actives largely listed as inhibitors; note: potency is the fitted concentration of half-maximal effect; nearly all actives have a fitted effect of over 60% in size
#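 Pintool-delivered compounds were incubated with HEK 293 cells (250 cells/well) at 37 degree Celsius for 48 or 72 hr. ATP-dependent luminescence (CellTiter-Glo) then reported remaining viable cells.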
# GPT2 inhibitor: blocks human glutamate pyruvate transaminase 2; Recombinant GPT2, coupled pyruvate oxidase/HRP Amplex Red fluorescence; AID 1671188; Q8TD30; actives 0.25% (n = 100,000); Potency, µM (top dose mostly 57.7 µM), for inactives: top-dose activity change, negative = inhibition, most hits filed as inhibitors; note: potency is the fitted concentration of half-maximal effect; nearly all actives have a fitted effect of over 60% in size; many of its hits are not listed in these tables
# Target sequence (Q8TD30 whole entry, looked up): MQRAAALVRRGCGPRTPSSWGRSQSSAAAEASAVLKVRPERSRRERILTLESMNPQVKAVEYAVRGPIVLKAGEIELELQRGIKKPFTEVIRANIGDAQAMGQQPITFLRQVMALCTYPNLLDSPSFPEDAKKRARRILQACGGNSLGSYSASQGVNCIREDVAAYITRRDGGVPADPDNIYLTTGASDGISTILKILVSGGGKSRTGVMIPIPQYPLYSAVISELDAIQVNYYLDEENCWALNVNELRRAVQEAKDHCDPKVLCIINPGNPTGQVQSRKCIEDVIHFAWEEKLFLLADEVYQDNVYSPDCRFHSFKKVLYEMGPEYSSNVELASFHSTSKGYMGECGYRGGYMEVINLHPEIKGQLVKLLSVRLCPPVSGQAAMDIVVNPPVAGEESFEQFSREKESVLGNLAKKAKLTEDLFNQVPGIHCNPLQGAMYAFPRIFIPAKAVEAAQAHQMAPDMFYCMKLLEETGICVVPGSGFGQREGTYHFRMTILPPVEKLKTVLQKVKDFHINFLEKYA
#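 Fluorescence read-out: pyruvate from GPT2 turnover coupled to pyruvate oxidase, HRP and Amplex Red (0.2mM ThPP, 0.2U/mL PO and HRP, 50uM Amplex final). Substrates 250uM a-KG, 2mM L-alanine; enzyme 10ng/uL; 30 min RT.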
# IP6K1 inhibitor: blocks human inositol hexakisphosphate kinase 1; Q92551; IP6K1 kinase, ADP-Glo luminescence, 2 h; stronger effect = lower value; activity change, % (series mostly up to about 58 µM); actives 0.81% (n = 140,000); AID 1645851; in the data active = activity change below about -25%
#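 ADP-Glo luminescence measures ADP made by human IP6K1 during a 2 h RT reaction with ATP/IP6 (mix at 1.3 mM/130 uM); top library doses 57.5 and 19.1 uM final.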
# SNCA expr inhib: inhibitors of alpha-synuclein (SNCA) gene expression; HEK-293 SNCA-luciferase knock-in, luminescence, 24 h; Potency, µM (doses to about 57.2 µM), without a hit: at the top dose activity change, negative = inhibition, actives largely listed as inhibitors; actives 0.17% (n = 140,000);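 note: potency is the fitted concentration of half-maximal effect; plate controls were DMSO cells for no effect and cell-free wells for full effect; nearly all actives have a fitted effect of over 45% in size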
# FLuc inh: Photinus pyralis luciferase inhibition; P08659; purified P. pyralis luciferase, luminescence, biochemical; Potency, µM (top dose mostly 115 µM), for inactives: at the highest dose activity change, negative = inhibition, most hits filed as inhibitors; actives 2.5% (n = 76,000); note: potency is the fitted concentration of half-maximal effect; nearly all actives have a fitted effect of over 65% in size
# Target sequence (P08659 whole entry, looked up): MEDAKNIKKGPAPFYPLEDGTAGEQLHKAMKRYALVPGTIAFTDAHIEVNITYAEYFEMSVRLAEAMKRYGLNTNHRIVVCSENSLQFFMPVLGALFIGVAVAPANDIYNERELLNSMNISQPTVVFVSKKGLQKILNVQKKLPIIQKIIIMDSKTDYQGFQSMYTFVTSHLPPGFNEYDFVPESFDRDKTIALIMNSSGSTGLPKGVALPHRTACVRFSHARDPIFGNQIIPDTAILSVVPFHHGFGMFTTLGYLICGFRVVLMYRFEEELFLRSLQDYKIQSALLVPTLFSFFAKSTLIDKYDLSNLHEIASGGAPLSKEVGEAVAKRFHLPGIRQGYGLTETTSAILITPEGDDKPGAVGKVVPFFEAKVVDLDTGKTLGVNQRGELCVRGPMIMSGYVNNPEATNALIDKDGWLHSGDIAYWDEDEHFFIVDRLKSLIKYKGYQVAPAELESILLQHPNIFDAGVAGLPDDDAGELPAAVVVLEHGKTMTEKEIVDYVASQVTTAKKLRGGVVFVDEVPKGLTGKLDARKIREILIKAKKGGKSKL
#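 Biochemical qHTS: compound (6-point titration) added to 10uM D-luciferin plus 10uM ATP in Tris acetate pH 7.5 buffer with Mg, Tween-20 and BSA, then purified enzyme at 10nM; light output imaged.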
# SNCA viab count: reduces viability of HEK-293 SNCA reporter cells | HEK-293-SNCA-luc viability, GF-AFC fluorescence, 24 h | Potency, µM (series often up to 57.1 µM), inactives show at the highest dose activity change, negative = cytotoxicity, most hits filed as cytotoxic | actives 0.12% (n = 150,000) | AID 1671193;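 note: potency is the fitted concentration of half-maximal effect; 0% = DMSO-treated cells and -100% = medium-only wells without cells; nearly all actives have a fitted effect of over 30% in size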
#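 HEK-293-SNCA-luc cells (1500/well) plated 24 h, then exposed 24 h to a dilution series; GF-AFC added 30 min at 37C, fluorescence 405/540 nm; normalised to medium-only and DMSO wells, Hill fit.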
# The depositor's hits bear a star; i = inactive; ? = inconclusive; · = not tested or not shown; [ ] = remark or other dose. Unless noted, calls come from the whole dose curve; as a rule, active = well fitted curve in the direction sought with a large enough effect; inconclusive = small, poorly fitted or top-dose-only effect, or another doubt; inactive = no such curve, though single readings can be large; an effect the other way counts as inactive or inconclusive. Unless noted, % is set by controls: 0 for no effect and ±100 for the full control effect. These rows are one share of the data; rates above refer to the full screens.
compound	SNCA expr inhib	IP6K1 inhibitor	HEK293 tox	FLuc inh	NIH3T3 tox	SNCA viab count	GPT2 inhibitor
COc1cccc(C(=O)N2CCC3(CC2)N(c2ccccc2)C(=O)CS3(=O)=O)c1	-7.5%	3.5	i	·	3.1%	?	i
COc1ccc(C(=O)N2CCC3(CC2)c2[nH]c4ccccc4c2CCN3C)c(OC)n1	2.7%	7.6	-28.6%	8.6%	-20.8%	-12.1%[12.5 µM]	2.2%
CCCn1cc(C(=O)NC(C)c2cnn(-c3cccc(F)c3)c2C)c(C)n1 (stereo not given)	-19.8%	1.3	?	5.1%	-31.0%	-12.1%	-3.6%
COc1ccc(C(=O)N2CCOCCNC(=O)CC2)cc1F	10.1%	-2.5	i	-14.4%	-15.9%	-13.4%	-10.6%
C=C1CC[C@H]2[C@@H](/C=C(\C)C(=O)[C@@]3(OC(C)=O)C[C@H](C)[C@H](OC(C)=O)[C@@H]3[C@H]1OC(C)=O)C2(C)C	·	8.9	·	·	·	-11.9%[23.9 µM]	-1.8%[27.3 µM]
O=C1CCN(C2CCCC2)CCCC(c2nc(-c3cccnc3)no2)CCN1 (stereo not given)	-9.0%	9.6	i	3.6%	-2.0%	9.0%	-9.9%
Fc1ccccc1CN1CCCC2(CCN(c3cnccn3)C2)C1 (stereo not given)	-23.1%	1.0	?	0.0%	-6.7%	3.6%	i
CN(C)c1ccc(NC(=O)Cn2cc(S(=O)(=O)Cc3cccc(Cl)c3)c3ccccc32)cc1	36.0%	-4.1	·	·	·	-9.2%	·
Cc1ccc(NC(=O)Cn2nc3n(c2=O)CCCC3)cc1	6.5%	4.2	-0.3%	-10.3%	0.5%	19.8%	i
Cc1ccccc1-c1nn2c(=O)cc(CN3CCN(S(=O)(=O)c4ccc(Cl)cc4)CC3)nc2s1	?	23.9	·	·	·	6.1%	·
CC(C)(C)NC(=O)N1C[C@@H](Oc2ccccc2)C[C@H]1C(=O)N1CCOCC1	19.0%	3.8	i	·	-5.1%	0.8%	i
CC(C)C[C@H](CC(=O)NO)C(=O)N[C@@H](Cc1ccc2ccccc2c1)C(=O)N[C@@H](C)C(=O)NCCN	·	13.0	·	·	·	-28.8%	i
CNC(=O)NCCc1ncc(C)n1C1CCCCCC1	-7.3%	7.8	2.5%	6.7%	-2.6%	-9.6%	i
CNC(=O)[C@H]1C[C@H](Oc2cccnc2)CN1C(=O)Nc1ccc2c(c1)OCCO2	?	8.7	0.9%	0.0%	-9.8%	9.9%	i
CCC(=O)N1CCc2cc(S(=O)(=O)NC(CC(C)C)C(=O)NCc3ccc(C)cc3)ccc21 (stereo not given)	-0.6%	1.8	·	·	·	-0.9%	·
Cc1cc(F)ccc1NC(=O)Cn1c(C)cc2nc3n(c(=O)c21)CCCCC3	15.9%	-7.7	-18.7%	-2.1%	?	?	i
COCCc1noc([C@@H]2CN(CC(C)(C)C)C[C@H]2CO)n1	8.0%	2.0	-19.9%	-4.4%	-15.8%	4.1%	i
Cc1ccc(CN2CCC[C@H]2C(=O)N2CCCCCCNC(=O)CC2)s1	5.6%	7.1	-5.5%	-1.4%	-14.4%	10.0%	3.6%
Cc1cc(C(=O)N2CCC3(CC2)CC(O)CCO3)c(C)o1 (stereo not given)	-3.2%	2.5	-8.8%	-4.2%	i	7.2%	-14.0%
COc1ccccc1-c1ccc(CN2CCC(NC(=O)Cc3ccc(F)cc3)C2)cc1 (stereo not given)	?	2.4	39.8µM*	·	39.8µM*	-0.9%[12.5 µM]	i
CCCN(CCC)S(=O)(=O)c1ccc(C(=O)N2CCn3c4c(c5cc(C)ccc53)CCCC42)cc1 (stereo not given)	-10.5%	-10.1	·	·	·	11.2%	·
O=C(NC1CCCCC1)c1ccc2c(c1)N(Cc1cccc(Cl)c1)C(=O)c1ccccc1S2=O (stereo not given)	7.4%	-15.2	·	·	·	3.0%	·
COCCN1C(=O)Cc2ccccc2C1C(=O)NCc1ccccc1 (stereo not given)	-27.3%	1.5	8.4%	-2.5%	i	6.2%	?
CC1(CNC(=O)NC2CCCC2)CCOCC1	-26.1%	0.6	0.2%	-2.3%	3.5%	-11.3%	i
O=C(c1cc(-c2ccc(Cl)cc2Cl)c2nncn2n1)N1CCCCC1	1.4%[87.6 µM]	7.5	?	·	?	0.9%[12.5 µM]	i

# (further entries)
compound	SNCA expr inhib	IP6K1 inhibitor	HEK293 tox	FLuc inh	NIH3T3 tox	SNCA viab count	GPT2 inhibitor
Cc1noc(-c2cn(C3CCN(C(=O)c4ccc(C)c(F)c4)CC3)nn2)n1	-26.1%	30.9	-11.7%	-6.4%	-25.1%	-8.9%	3.5%
CC(=O)N[C@H]1CC[C@]2(C)CCC([C@H](C)C(=O)N3CCC(C)CC3)[C@H](O)[C@H]2[C@@H]1C (stereo not given in full)	-15.2%[87.6 µM]	-5.4	-1.5%[172 µM]	2.0%[172 µM]	-25.0%[174 µM]	5.1%[87.6 µM]	-6.3%[88.5 µM]
NC(=O)C1CCN(c2cc(-c3noc([C@@H]4CCCN4Cc4ccncc4)n3)ccn2)CC1	6.3%[87.6 µM]	7.3	?	11.0%[172 µM]	?	-3.0%[87.6 µM]	i
Cc1cccc(C2c3cc(OCc4nc(C(=O)NCC5CC5)co4)ccc3CCN2C(=O)C2CC2)c1 (stereo not given)	?	3.7	?	-5.9%	?	-26.7%	-25.2%
O=C(c1cccnc1)N1CCC2(CC1)CN(Cc1ccccc1)CC2CO (stereo not given)	-9.9%	14.5	-8.7%	0.5%	4.2%	-15.7%	i
Cc1ccc(NC(=O)CNC(=O)Cn2c(C)cc3ccccc3c2=O)cc1F	0.1%	30.5	·	·	·	-0.8%	·
Cc1cn2nc(-c3nc(C4CCCN(C(=O)c5ccc(Cl)cc5)C4)no3)cc2c(=O)[nH]1 (stereo not given)	-8.1%	-4.9	?	-26.7%	-28.1%	-11.7%	i
Cc1cccc(C(=O)N2CC[C@H](n3c(=O)n(C)c4cccnc43)C2)c1	-9.7%	-6.0	-26.8%	·	-25.6%	2.9%	-12.5%
Cc1oc2c(c1C(=O)Nc1ccc(F)c(F)c1)C1=NCCN1C=N2	18.9%	7.9	·	·	·	8.3%	·
COc1cccc(CN2CCCN(S(=O)(=O)c3ccccc3)CCC(=O)NCC2)c1OC	10.1%	1.3	-20.5%	1.0%	?	0.4%	-1.6%
Cc1cccc2c1nc1n2[C@@H](CNC2CCCCC2)COC1	13.1%[87.6 µM]	6.8	?	1.1%[172 µM]	-25.4%[174 µM]	-11.2%[87.6 µM]	i
CCc1cnc2c(c1SCC(=O)NCc1ccccc1Cl)c(=O)n(C)c(=O)n2C	28.0%	-19.1	·	·	·	-0.9%	·
O=C(c1ccc(Cl)nc1)N1CCN(c2ccc3nnc(C4CC4)n3n2)CC1	·	17.1	-3.0%	·	-28.8%	·	·
COc1ccc(C(=O)N2CCC(N3C(=O)[C@H]4CN(Cc5ccccc5)C[C@H]4C3=O)CC2)cc1	8.2%	16.3	?	·	?	6.9%	0.5%
CCNC(=O)[C@@H]1C[C@H](n2cc(C(C)(C)NC(=O)c3ccccc3C)nn2)CN1	-18.5%	14.9	4.4%	-7.0%	4.4%	6.8%	i
O=C(N[C@H]1CO[C@H]2[C@@H]1OC[C@@H]2n1nnnc1Oc1ccccc1)c1cncnc1	3.3%[87.6 µM]	21.7	-0.6%[172 µM]	-5.0%[172 µM]	i	2.0%[87.6 µM]	i
O=C(NCc1ccc(F)cc1)c1noc(-c2ccc(F)cc2)n1	3.3%	4.7	?	-17.6%	-22.7%	-0.2%	4.4%
CCOc1ccc(-c2cc(C(=O)NCCc3ccc(C)cc3)c3ccccc3n2)cc1	31.6%[activator]	-14.3	·	·	·	10.8%	·
COc1ccc(CNC(=O)c2ccc3c(c2)N(C(=O)c2ccc(F)cc2)CC3)cc1	?	-5.6	?	-3.2%	?	-24.9%	i
CCCCCC(=O)N[C@H]1C[C@@H](Cc2cc(CN3CCOCC3)on2)C1(C)C	-13.2%[87.6 µM]	-8.3	?	-0.9%[172 µM]	?	-3.4%[87.6 µM]	-3.5%[88.5 µM]
COc1ccc(Cn2c(=O)c3cccnc3n(CC(=O)Nc3c(C)cc(C)cc3C)c2=O)cc1	42.9%[activator]	36.2	·	·	·	-2.0%	·
Cc1nn2c(=O)cc(COC(=O)COc3ccccc3C)nc2s1	-2.3%	-9.4	·	·	·	12.5%	·
Cc1ccc(NC(=O)N2CCc3c(C(=O)NCc4ccco4)cccc32)cc1	-90.0%	-1.5	?	0.0891µM*	?	7.9%	i
O=C(c1ccccc1)c1ccc2nc(Nc3cc(Cl)ccc3O)c3nncn3c2c1	-17.8%	-5.3	·	·	·	-0.2%	·
CNC(=O)c1cccc(-c2cnc3[nH]cc(CC(=O)NCc4cccs4)c3c2)c1	38.5%[activator][87.6 µM]	-20.6	?	-27.2%[172 µM]	89.1µM*	?	-7.3%[88.5 µM]

# Three structures already listed, sorted by heavy-atom count, lowest first.
compound	SNCA expr inhib	IP6K1 inhibitor	HEK293 tox	FLuc inh	NIH3T3 tox	SNCA viab count	GPT2 inhibitor
Cc1cccc2c1nc1n2[C@@H](CNC2CCCCC2)COC1	13.1%[87.6 µM]	6.8	?	1.1%[172 µM]	-25.4%[174 µM]	-11.2%[87.6 µM]	i
O=C(NCc1ccc(F)cc1)c1noc(-c2ccc(F)cc2)n1	3.3%	4.7	?	-17.6%	-22.7%	-0.2%	4.4%
CCc1cnc2c(c1SCC(=O)NCc1ccccc1Cl)c(=O)n(C)c(=O)n2C	28.0%	-19.1	·	·	·	-0.9%	·

# The listing continues:
compound	SNCA expr inhib	IP6K1 inhibitor	HEK293 tox	FLuc inh	NIH3T3 tox	SNCA viab count	GPT2 inhibitor
Cc1nc2ccn(Cc3cccs3)c(=O)c2cc1C(=O)N1CCN(c2ccccc2)CC1	-10.6%	-3.4	·	·	·	1.1%	·
COc1ccc(N2CCN(CCCNC(=O)c3c(C)nn(-c4ccc(F)cc4)c3-n3cccc3)CC2)cc1	-8.6%	14.8	·	·	·	-13.4%	·
CCCS(=O)(=O)N1C[C@@H](Oc2cccnc2)C[C@@H]1C(=O)NC	-4.9%	31.4	-26.8%	1.6%	-12.0%	-2.2%	i
Cc1nn(-c2ccccc2)c2c1C(C(C)C)N(C1CCN(C(=O)C3CCCC3)C1)C2=O (stereo not given)	·	33.8	?	·	20µM*	·	·
CNC(=O)[C@@H]1C[C@H](n2cc(CNC(=O)CCC3CCCCC3)nn2)CN1	4.1%	-9.7	0.2%	12.1%	-5.8%	9.5%	-7.0%
COc1ccc(CNC(=O)C2CCN(C(=O)N3CCOc4ccc(C)cc43)CC2)cc1	-4.2%	-2.8	·	·	·	-3.9%	·
